Assay outcomes from PubChem.
SARS 3CLpro inh – SARS-CoV 3CLpro protease inhibitors, primary screen, biochemical, quenched FRET; recombinant SARS-CoV 3CLpro, quenched FRET peptide cleavage; actives 0.14% (n = 290,000); AID 1706, 2009; inhibition, % at 6 µM; Replicase polyprotein 1ab (Severe acute respiratory syndrome coronavirus), P0C6X7; in the data active = inhibition above about 12%
Vc quorum ag – inducers of Vibrio cholerae quorum light production without autoinducers, primary screen, BH1578 luxS cqsA deficient, single point | AID 588436, 2011 | actives 0.16% (n = 350,000) | V. cholerae BH1578 lux reporter, luminescence, 6 h | activation, % at 18.7 µM; in the data active = activation mostly above about 9.7%, no sharp cut-off; inconclusive = no clear call, values can overlap the other calls; inactive = mostly below about 3.7%; note: not every result past the cut was called active; inactives centre near 0; reference of the scale not given here
PfHsp40 yeast – rescue of yeast from PfHsp40 toxicity, primary screen, S. cerevisiae, ATP luminescence | S. cerevisiae expressing PfHsp40, growth rescue | actives 0.68% (n = 340,000) | growth rescue, % at 12.5 µM; in the data active = growth rescue above about 28%, passing the limit was not always enough; inconclusive = no clear call, values can overlap the other calls;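 note: yeast W303a lacking pdr1 and pdr3 grown in galactose medium; growth measured after three days at 30 °C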
PriA SSB inh – inhibitors of Klebsiella pneumoniae PriA binding to SSB C-terminal tail, primary screen, biochemical, AlphaScreen. PriA–SSB C-terminal tail interaction (Klebsiella pneumoniae). actives 0.6% (n = 430,000). AlphaScreen SSBct-PriA binding, biotinylated peptide. inhibition, % at 33 µM; in the data active = inhibition mostly above about 37%, no sharp cut-off; inactive = mostly below about 20%;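 note: plate controls were negative control peptide for no effect and reference peptide for full effect; strong numbers were not always called active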
Y pestis TopoI – Yersinia pestis topoisomerase I inhibitors, primary screen, biochemical, cleavage product accumulation, plate reader, single point; DNA topoisomerase I (Yersinia pestis CO92); activity, % at 10 µM; AID 504884, 2011; Y. pestis Topo-I cleavage product accumulation; actives 0.064% (n = 360,000); in the data active = activity above about 50%, passing the limit was not always enough; inconclusive = no clear call, values can overlap the other calls; note: inactives centre near 2
BoNT-A LC inh2 – BoNT/A light chain protease inhibitors, primary screen, biochemical, flow cytometry, MLPCN library; multiplex microsphere protease substrate cleavage; inhibition, % at 10 µM; actives 0.17% (n = 360,000); AID 588499, 2011; note: plate controls were buffer without enzyme for full effect and enzyme alone for no effect
TcdB GH inh – TcdB glycohydrolase inhibitors, primary screen, biochemical, single point, plate reader | AID 652162, 2013 | inhibition, % at 9.99 µM | Toxin B (Clostridioides difficile), P18177 | TcdB glycohydrolase enzymatic assay | actives 0.24% (n = 350,000); in the data active = inhibition above about 10%
PrPC TRFRET – inhibitors of human cell surface prion protein PrPC, primary screen, cell-based, TR-FRET | Major prion protein (Homo sapiens), P04156 | TR-FRET read-out | inhibition, % at 13.8 µM | actives 0.43% (n = 370,000); in the data active = inhibition above about 24%; note: 0% = median of the test wells and 100% = reference compound wells
Anthrax LF inh2 – Bacillus anthracis LF protease inhibitors, primary screen, biochemical, multiplex microsphere, MLPCN library. Lethal factor (Bacillus anthracis), P15917. multiplex microsphere protease cleavage assay. inhibition, % at 10 µM. actives 0.12% (n = 360,000); note: plate controls were buffer without enzyme for full effect and enzyme alone for no effect
The depositor's hits bear a star; i = inactive; u = inconclusive; x = no result given; & = joins results of further samples. Cut-off read from the data, not from the text of the source, unless noted: active = inhibition above about 30%; inconclusive = no clear call, values can overlap the other calls; inactive = below that.

SMILES | SARS 3CLpro inh | Vc quorum ag | PfHsp40 yeast | PriA SSB inh | Y pestis TopoI | BoNT-A LC inh2 | TcdB GH inh | PrPC TRFRET | Anthrax LF inh2
COc1ccccc1CNC(=O)Cn1nnnc1CN(C)C(C)C | -4 | -0.6 | 0.5 | -1 | 2 | 3.7 | 0.4 | -9 | 0
C=CCN(c1nc(C)cc(OC)n1)S(=O)(=O)c1ccccc1 | -1 | i | -1.8 | -14 | 5 | -0.7 | 2.1 | -2 | 12
COc1ccc(S(=O)(=O)NC2CC(C)(C)NC(C)(C)C2)cc1C(C)C | 2 | i | -0.2 | -4 | -3 | 0.3 | 1.1 | -5 | -6
O=C(COC(=O)c1ccc(O)cc1)Nc1ccccc1-c1ccccc1 | -1 | -0.4 | -0.5 | -5 | 4 | -0.2 | x | 2 | 0
CC(C)C[C@@H](CN1CCCC1CN1C(=S)NC[C@@H]1Cc1ccc(O)cc1)N1C[C@H](Cc2ccccc2)N(CCc2ccccc2)C1=S (stereo partly specified) | x | i | 1.6 | 2 | 15 | -0.7 | 0.1 | -4 | -4
COc1cc2oc(=O)cc(CN3CCCCCCC3)c2cc1Cl | x | x | x | x | x | 0.5 | 0.5 | 5 | -6
Cc1nc2nc(C)c(CCC(=O)Nc3ccc4c(c3)OCO4)c(C)n2n1 | -3 | -0.2 | 0.8 | 2 | -3 | -0.7 | x | 4 | -5
CCN(CC)CCNC(=O)c1ccc(NC(C)=O)cc1 | -2 | 15&11 | -1.4&0.1&-0.7 | -2 | -4&4 | 0.0&0.0 | 0.9&-0.2 | -1&-4 | 0&-7
CCOC(=O)c1c(-c2ccccc2)csc1NC(=O)CSc1nnc(C)s1 | -8 | i | -1.6 | 7&0 | 0 | -0.3 | x | 10 | 0
Cc1ccc(CCn2c3c(c4ccccc42)CN(C)CC3)cn1 | 0 | -3.6 | 1.9 | -3 | -5 | 1.5 | x | -2 | 3
Cc1c(NC(=S)N/N=C/c2ccc(N(C)C)cc2)c(=O)n(-c2ccccc2)n1C | 4 | -0.2 | -0.7 | 4 | 1 | 0.1 | -12 | 0 | 1
CCc1ccc(C(=O)Nn2cnc3ccccc3c2=O)cc1 | -5 | -0.4 | 0.9 | -3 | -4 | -2.9 | 5.0 | 5 | -1
CC(=O)NN1C(=O)/C(=C\c2ccccc2)SC1=S | 0 | 2.0 | -0.1 | 1 | -1 | 0.8 | x | 1 | 0
CN(C(=O)CSc1nnc(C(F)(F)F)n1C)c1c(N)n(Cc2ccccc2)c(=O)[nH]c1=O | x | -0.3 | x | x | 2 | 0.3 | 0.3 | -3 | -6
O=C(O)c1ccc(CNc2ccccc2C(=O)O)cc1 | -8 | i | 1.4 | -9 | 0 | 0.0 | x | -7 | -3
C[C@H](NC(=O)OC(C)(C)C)C(=O)N/N=C/c1ccc2nccnc2c1 | 0 | -0.6 | x | i | 1 | x | 0.1 | -19 | x
O=C(CC(c1ccco1)S(=O)(=O)c1ccccc1)c1ccccc1 (stereo unspecified) | 3 | -0.3 | -0.4 | -6 | -3 | 0.5 | 0.1 | 4 | -4
CC1(C(=O)NS(=O)(=O)c2ccc(Br)cc2)CCN1C(=O)CCC1CCCC1 (stereo unspecified) | x | -0.3 | x | x | 6 | 0.1 | 0.2 | 0 | 1
O=C(Nc1ccc2oc(-c3ccccc3)nc2c1)c1cccs1 | 0 | -0.2 | 0.6 | 5 | -3 | 1.3 | x | 11 | -2
CCOc1ccc(N(CC(=O)Nc2ccccc2C(=O)N2CCOCC2)S(=O)(=O)c2ccc(F)cc2)cc1 | 4 | -0.5 | -0.3 | 0 | 19 | 0.1 | x | 0 | 2
COc1ccc(-c2csc(NC(=O)c3ccccc3OC)c2C(=O)O)cc1OC | 0 | i | -0.3 | 0 | 9 | 1.7 | 4.4 | 7 | 7
CN(C)CCNC(=O)Cc1ccc([N+](=O)[O-])cc1 | 4 | -0.2 | 0.6 | 5 | 6 | 0.0 | -1.5 | 3 | -2
CCOc1cc(/C=C2/C(=N)N3C(=NC2=O)SN=C3S(=O)(=O)C(C)C)ccc1OC(=O)c1ccco1 | 0 | -1.7 | 10 | -15 | -3 | 1.6 | 2.1 | -3 | 0
COc1ccc(NS(=O)(=O)c2ccc(Cl)c(NC(=O)c3ccccc3F)c2)cc1 | x | i | 1.5 | -13 | 21 | 0.0 | 0.1 | 5 | 3
Nc1nc(SCC(=O)NCc2ccccc2)n[nH]1 | -7 | x | -1.0 | -6 | 3 | 0.5 | 0.1 | 3 | 0
Cc1cccc(C)c1NC1=NCCCCC1 | -1 | 0.0 | 0.2 | 4 | -1 | -0.4 | 3.5 | 1 | -5
Cc1ccc(-c2cc(C(F)F)nc(NCc3cccnc3)n2)cc1 | 5 | i | 9.1 | -2 | 22 | 0.4 | x | 7 | 0
O=C(CCNS(=O)(=O)c1ccccc1)OCC(=O)c1ccc[nH]1 | x | -1.1 | -0.7 | -9 | 4 | u | 0.8 | -1 | u
NNC(=O)c1sccc1OCc1ccc(F)cc1 | 2 | -0.5 | 0.5 | -30 | 5 | 4.6 | -0.3 | 4 | 4
Cc1ccc(S(=O)(=O)N2CCC(C(=O)O)CC2)cc1 | 2 | -0.4 | 0.8 | -17 | 2 | 0.9 | 1.7 | 7 | -1

A few values from the entries so far:
Result for Cc1ccc(S(=O)(=O)N2CCC(C(=O)O)CC2)cc1 under PriA SSB inh: -17
Result for COc1ccc(-c2csc(NC(=O)c3ccccc3OC)c2C(=O)O)cc1OC under Anthrax LF inh2: 7

Next part:
SMILES | SARS 3CLpro inh | Vc quorum ag | PfHsp40 yeast | PriA SSB inh | Y pestis TopoI | BoNT-A LC inh2 | TcdB GH inh | PrPC TRFRET | Anthrax LF inh2
COc1cc2ncnc(N[C@H](C)c3ccccc3)c2cc1OC | -2 | 0.9 | 2.2 | -7 | -1 | 0.7 | 0.9 | x | 8
CCOC(=O)COn1c(-c2cccc(Cl)c2)nc2ccc([N+](=O)[O-])cc21 | -4 | 4.5 | 2.2 | 3 | -1 | -0.5 | x | -5 | -6
Cc1ccc(NC(=O)CN2c3cccc4cccc(c34)S2(=O)=O)cc1 | x | -1.6 | 0.7 | -10 | 11 | -4.8 | 1.2 | 0 | -8
O=C(Nc1ccc2c(c1)OCCO2)c1ccc(Br)c(S(=O)(=O)N2CCOCC2)c1 | 7 | -0.3 | 0.0 | 4 | -6 | 0.0 | x | 13 | -6
N#Cc1cc2c([nH]c1=S)CCCC2 | 0 | -0.4 | 0.2 | -8 | -2 | 0.7 | x | -8 | 3
Cc1ncccc1C(=O)N1CCCC(C(=O)c2ccc3c4c(cccc24)CC3)C1 (stereo unspecified) | -1 | -0.2 | -0.5 | -1 | 23 | 0.3 | 0.4 | 2 | 0
CCCCN(CC)CCCNC(=O)c1cn(C)c(=O)c2c1c1ccccc1n2C | -4 | -8.3 | 1.6 | -17 | -6 | 0.8 | 1.7 | 14 | 21
Cc1nn(-c2ccccc2)c2nc(C(F)F)cc(C(F)F)c12 | x | 7.1 | -0.8 | -13 | 0 | -2.4 | 0.1 | -6 | -2
C[C@H]1COc2cc(N(C)CCO)ccc2S(=O)(=O)N1 | x | x | x | x | x | 0.5 | -0.6 | -1 | -2
COc1ccc(NC(=O)CSc2ccc(-c3ccccn3)nn2)cc1OC | 10 | -0.2 | 215* | 72* | 1 | -2.5 | 0.6 | -6 | 2
Cc1ccc(S(=O)(=O)NC2CC2)cc1 | -5 | -0.4 | 0.0 | -16 | 5 | 0.9 | 0.0 | 3 | 5
CN(Cc1cccc2cnccc12)C(=O)c1cc(COc2ccc(F)cc2Cl)on1 | 3 | -0.3 | 3.3 | -4 | 33 | -2.0 | 2.1 | 3 | 0
Cc1ccc(-n2c(C)nc3ncnc(-c4ccccc4)c32)cc1 | 1 | -0.3 | -0.1 | 4 | 1 | 0.3 | 0.7 | 7 | -2
Cn1nnc2cc(C(=O)N3CCC(c4ccccc4)C3)ccc21 (stereo unspecified) | 2 | i | -0.6 | -5 | 1 | -0.5 | x | 1 | 0
CCCn1c(SCC(=O)N2c3ccccc3CC2C)nnc1-c1ccco1 (stereo unspecified) | 3 | 5.9 | -1.3 | -3 | 35 | -1.4 | x | -1 | -6
COc1ccc(C2=NC(CO)(CO)CO2)cc1 | 5 | 2.0 | -1.0 | 7 | -9 | -0.5 | -1.8 | 12 | -1
CCc1nc(N)c(C#N)c(-c2ccncc2)c1C | 0 | -0.7 | -0.8 | -1 | 3 | 0.1 | x | -4 | -8
Cc1ccc(S(=O)(=O)N(C)C)cc1NC(=O)COC(=O)c1c(C)noc1C | -2 | -0.3 | 1.0 | 7 | -1 | -0.4 | x | 8 | 0
Cc1cc(C)cc(NC(=S)NCCCN2CCOCC2)c1 | 0 | -0.8 | 0.8 | -1 | 2 | -2.8 | 0.0 | -7 | -2
COC(=O)c1c(C(=O)OC)c(-c2ccc(C)cc2)n2c1CS(=O)(=O)C2 | 1 | i | 0.3 | 4 | -2 | 0.3 | x | 2 | 2
N#Cc1c(F)cccc1NCc1cccs1 | 1 | -0.8 | 3.3 | -2 | -3 | 0.2 | -2.3 | 13 | -2
COc1ccccc1NS(=O)(=O)c1ccc2[nH]c(=S)oc2c1 | x | -0.7 | 0.6 | -2 | -4 | -2.3 | -1.5 | -2 | -10
CN(NS(=O)(=O)c1ccc(Cl)cc1)c1cnn(C)c(=O)c1Cl | -1 | 1.7 | 1.3 | 1 | 2 | -0.3 | 3.8 | 7 | 6
CN(CC#CC(O)(c1ccccc1)c1ccccc1)C(C)(C)C | 6 | i | 0.4 | 5 | -6 | 0.1 | 0.6 | 3 | 9
NC(=O)c1ccc(NC(=O)COC(=O)c2c[nH]c3ccccc23)cc1 | x | 0.0 | -0.9 | -2 | 11 | 0.8 | 6.3 | -2 | 2
COC(=O)C1=C(C)NC(=O)NC1c1ccc2c(c1)OCO2 (stereo unspecified) | 2 | -0.2 | -0.3 | -5 | 0 | x | 0.2 | -2 | x
Cc1ccc(C23OC(=O)C(C)(C)C2OC(=O)C3(C)C)cc1 (stereo unspecified) | 2 | -6.2 | -1.1 | -3 | 5 | 0.5 | x | 2 | 0
O=C(CN1C(=O)c2cccnc2C1=O)c1ccccc1 | 1 | i | -1.0 | -4 | 6 | -3.4 | x | 3 | 0
O=C(N/N=C/c1coc2ccccc2c1=O)c1ccccc1 | 4 | -0.2 | 0.0 | x | 3 | -2.0 | -1.6 | -2 | -3
CCN(CC)C(=O)c1sc(N2C(=O)Nc3ccccc3N2O)c(C(=O)OC)c1C | 2 | -0.1 | -1.1 | -11 | 2 | -0.2 | 0.3 | -6 | -1
Cc1noc(/C=C/N(C)C)c1S(=O)(=O)N1CCCC(C(=O)N2CCc3ccccc32)C1 (stereo unspecified) | -8 | -0.3 | 0.0 | -5 | -1 | -0.5 | 1.5 | -6 | -2
NC(=O)N=Nc1c(O)n(Cc2ccccc2)c2ccc(Br)cc12 | 3 | 0.4 | -0.6 | -7 | 20 | -0.5 | 0.7 | -8 | -12
O=[N+]([O-])c1ccc(NS(=O)(=O)c2ccc(Cl)c(Cl)c2)cc1 | x | x | x | x | x | 0.4 | 1.3 | 11 | 1
COc1cccc(OC)c1C(=O)NCCOc1cc(C)cc(C)c1 | -1 | -0.4 | 1.1 | -1&-2 | -6 | -3.4 | 0.1 | -3 | -5

Only part of the results is shown. The share of hits here may be higher or lower than overall.
